M1 ag: activates human CHRM1 receptor. activation, % at 3 µM. AID 588814. CHO-K1 hM1, Fluo-8 calcium fluorescence, agonist mode; 0% DMSO, 100% acetylcholine EC100. P11229. 0.33% of 360,000 active;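 active means activation above the run's mean compound activation plus 3 SD, cut at about 16% in these data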;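 further: peak over basal fluorescence ratio within a 140 s kinetic read after compound addition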
Target sequence (P11229 whole entry, looked up): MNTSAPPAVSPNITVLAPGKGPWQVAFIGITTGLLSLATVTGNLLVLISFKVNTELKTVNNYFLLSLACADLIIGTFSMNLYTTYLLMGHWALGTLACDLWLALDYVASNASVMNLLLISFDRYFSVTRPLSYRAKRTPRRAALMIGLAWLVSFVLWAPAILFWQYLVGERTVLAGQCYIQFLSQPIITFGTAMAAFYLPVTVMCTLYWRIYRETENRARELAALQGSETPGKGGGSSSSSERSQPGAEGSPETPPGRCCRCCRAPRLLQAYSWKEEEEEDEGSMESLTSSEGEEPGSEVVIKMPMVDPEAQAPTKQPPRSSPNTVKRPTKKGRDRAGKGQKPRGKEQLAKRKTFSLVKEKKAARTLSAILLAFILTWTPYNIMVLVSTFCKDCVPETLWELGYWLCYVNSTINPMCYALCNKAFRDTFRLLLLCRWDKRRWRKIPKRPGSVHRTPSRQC
M1 ag parental: nonselective activator or artifact in parental CHO-K1 cells; Fluo-8 calcium fluorescence; scaled to maximal ATP response, vehicle zero; activation, % at 3 µM; 0.48% of 360,000 active; in the data active means activation above about 15%;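 further: untransfected CHO-K1 host cells lacking M1 receptor as counterscreen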
CHO parental Ca: counter-screen for OX1R antagonists: effect in parental CHO cells; parental CHO-K1, ATP-induced calcium, Fluo-8 fluorescence; inhibition, % at 5.6 µM; 0.63% of 330,000 active; AID 463079;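 active means inhibition above that plate's mean sample inhibition plus 3 SD, cut at about 26% in these data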;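 further: 0% = ATP-challenged DMSO wells and 100% = DMSO wells without ATP; some compounds past the cut are filed as inactive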
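Assay system: untransfected parental CHO cell line. Also added: ATP agonist challenge. Dosing: one dose, 5.6 µM nominal. Measured by: Fluo-8 fluorescence. Read-out: % inhibition. Benchmarks: ATP wells versus no-ATP DMSO wells. Repeats: no replicates.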
M4 antag: antagonists of human muscarinic M4 receptor (CHRM4); inhibition, % at 3 µM; P08173; CHO-hM4 cells, ACh EC80, Fluo-8 calcium fluorescence; 0.73% of 360,000 active;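 active means inhibition above its plate's cutoff, the mean inhibition of sample wells plus 3 SD, cut at about 27% in these data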;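 further: 0% = acetylcholine EC80 with DMSO and 100% = DMSO without agonist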
Target sequence (P08173 whole entry, looked up): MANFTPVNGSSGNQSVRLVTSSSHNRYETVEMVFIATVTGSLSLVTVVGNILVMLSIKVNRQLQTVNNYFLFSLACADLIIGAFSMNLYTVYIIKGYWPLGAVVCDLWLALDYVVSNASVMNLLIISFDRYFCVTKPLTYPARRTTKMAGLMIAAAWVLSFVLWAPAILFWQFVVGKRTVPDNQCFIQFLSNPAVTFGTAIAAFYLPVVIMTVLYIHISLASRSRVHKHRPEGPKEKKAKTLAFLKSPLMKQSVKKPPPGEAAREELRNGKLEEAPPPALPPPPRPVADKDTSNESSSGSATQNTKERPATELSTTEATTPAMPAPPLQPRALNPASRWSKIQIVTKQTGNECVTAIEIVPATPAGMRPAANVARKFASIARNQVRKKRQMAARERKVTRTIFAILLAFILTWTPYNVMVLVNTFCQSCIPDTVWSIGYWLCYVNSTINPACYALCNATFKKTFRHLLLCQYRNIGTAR
M1 antag: blocks human M1 muscarinic receptor; CHO-K1 hM1, Fluo-8 calcium fluorescence, ACh EC80 antagonist; P11229; 1.3% of 360,000 active; inhibition, % at 3 µM; AID 588852;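 active means percent inhibition above its own plate's cutoff, namely the mean of that plate's compound wells plus 3 SD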;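 further: peak over basal fluorescence ratio during 140 s after agonist addition; 0% = ACh EC80 plus DMSO and 100% = DMSO alone without agonist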
CHRM1 PAM: positive allosteric modulators of human M1 muscarinic receptor | AID 588819 | CHO-K1 hM1, Fluo-8 calcium fluorescence, ACh EC20; 0% = ACh EC20, 100% = maximal ACh | P11229 | 0.088% of 360,000 active | activation, % at 3 µM; in the data active means activation above about 19%, passing the limit was not always enough
OXTR potentiate: potentiates the human oxytocin receptor response. P30559. CHO-OTR cells, Fluo-8 calcium fluorescence, potentiator mode; 0% = oxytocin EC15, 100% = EC100. activation, % at 3 µM. 0.061% of 320,000 active. AID 2445;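 active means activation above that plate's cutoff, the mean activation of tested compounds plus 3 SD, cut at about 6.6% in these data, passing the limit was not always enough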;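 further: 100% uses oxytocin at 75 nM as the full agonist control; some results filed as inactive read as strong as hits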
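System: human OTR in CHO cells / Also added: sub-maximal oxytocin, roughly EC15 / Control set: EC15 oxytocin low, 75 nM oxytocin high / Schedule: 6 min compound pre-incubation at room temperature, 100 s kinetic read / Compound: single-point 3.0 µM / Replication: singlicate / Technique: Fluo-8 calcium dye fluorescence / Read-out basis: % activation of max/min ratio relative to oxytocin controls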
M4 ag: agonists of human muscarinic M4 receptor (CHRM4); CHO-K1 hM4/Gqi5, Fluo-8 calcium fluorescence; vehicle 0%, full acetylcholine response 100%; 0.14% of 360,000 active; P08173; activation, % at 3 µM;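 active means activation above the run mean over all test wells plus 3 SD, cut at about 32% in these data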;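 further: peak over basal fluorescence ratio per well then scaled between controls; 0% = DMSO wells and 100% = acetylcholine at EC100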
CHO-K1 Ca antag: counter-screen for M1 antagonists: effect in parental CHO-K1 cells. ATP-induced calcium, Fluo-8 fluorescence. AID 602250. 0.6% of 360,000 active. inhibition, % at 3 µM;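 active means inhibition above a per-plate cutoff, the plate's mean sample inhibition plus 3 SD, cut at about 24% in these data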;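 further: 0% = DMSO plus EC80 ATP and 100% = DMSO alone without ATP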
An asterisk follows results filed as active; x = not tested or not shown. Outcome played no part in choosing rows (roughly 2.9% active in at least one column).

SMILES	M1 ag	M1 ag parental	CHO parental Ca	M4 antag	M1 antag	CHRM1 PAM	OXTR potentiate	M4 ag	CHO-K1 Ca antag
COCCCn1nnnc1SCC(=O)N1CCN(C(=O)c2ccco2)CC1	-3.2	0.2	1.2	10.6	1.2	3.7	-10.5	-0.1	-4.6
CC(C)(C)C(=O)Nc1cccc(-c2ccc[nH]2)n1	-4.7	0.1	x	-5.0	-7.5	-1.3	x	1.8	-9.2
CCC(C)Nc1ncnc2c1cnn2Cc1ccc(Cl)cc1 (stereo not drawn)	-0.9	4.5	0.2	-12.9	2.4	-9.0	-6.2	12.6	10.8
Cc1nc2ccccc2c(=O)n1NC(=O)c1ccc([N+](=O)[O-])cc1Cl	-4.1	-0.1	-16.1	9.1	6.1	-0.6	-6.0	-0.4	8.9
CCCn1c(SCC(=O)N2c3ccccc3Sc3ccccc32)nc2ccccc21	-8.8	-0.2	-26.3	11.9	1.3	-4.0	-6.8	-0.5	7.0
O=C(O)c1ccc(Cl)c(S(=O)(=O)NCc2ccco2)c1	-2.0	0.9	0.9	-4.0	-10.6	10.3	2.4	0.6	-10.1
O=c1c2cnn(-c3ccccc3)c2ncn1Cc1ccccc1F	-1.8	1.3	-9.7	0.1	3.5	0.4	-5.9	1.7	5.3
CCOC(=O)c1nc2ccccc2c(C)c1C	-4.4	-0.1	-7.8	-10.9	-15.8	10.9	-5.0	1.2	-2.3
Cc1nc(-c2ccc(NC(=O)c3ccco3)cc2)cs1	-2.6	0.5	-15.7	-1.9	-2.7	0.1	-11.8	1.9	-10.6
CC(NC(=O)c1ccc2nc(Cc3cccc(Cl)c3)oc2c1)c1ccncn1 (stereo not drawn)	3.7	1.8	x	-6.3	-14.5	-3.5	x	1.4	-6.5
CNC(=O)C1Cc2c(-c3cccc(F)c3)ccnc2O1 (stereo not drawn)	1.0	0.3	x	-21.1	-23.5	12.8	x	0.6	-19.3
CC(=O)NS(=O)(=O)c1ccc(NC(=O)c2cccc(OCc3c(C)noc3C)c2)cc1	-3.6	-0.1	-7.1	-2.1	-0.7	2.6	-6.0	-0.1	-5.2
CCc1nc2c(n1O)CCc1nonc1-2	-4.5	0.2	10.6	9.5	-1.4	0.5	-1.9	-0.3	-11.0
C/C(=N\NC(=O)c1ccn(C)n1)c1ccc(NC(=O)c2cccc(F)c2)cc1	-0.3	1.5	0.1	-1.7	-17.0	12.3	-9.6	2.7	-5.3
CC1CCCC(C)N1/N=C/c1cccc(Br)c1 (stereo not drawn)	1.7	0.3	-4.2	-8.7	-4.7	1.8	5.3	0.8	0.8
O=C(O)CCn1c(SCCOc2ccccc2)nc2ccccc21	-1.7	0.0	-7.7	3.9	2.0	-0.9	-9.4	-0.1	17.9
COc1cc(C2=NOC(C(=O)Nc3ccc4c(c3)OCO4)C2)cc(OC)c1OC (stereo not drawn)	4.4	18.4*	x	7.8	1.8	-2.6	x	2.0	4.5
CC(C)CNC(=O)COc1ncnc2sccc12	-2.6	0.5	-7.3	-1.7	-7.6	6.5	-8.7	0.8	-12.9
O=C(COC(=O)CC12CC3CC(CC(C3)C1)C2)Nc1cccnc1Cl	-2.1	1.0	-15.8	-7.2	-6.6	6.2	-6.5	0.0	-18.6
O=C(Nc1ccccc1)c1cn2ccccc2n1	-0.6	-0.2	-3.1	-4.0	4.0	6.8	-10.7	1.2	-8.8
C=CCn1c(SCc2c(F)c(F)c(F)c(F)c2F)nc(O)cc1=O	-0.9	0.8	6.7	8.0	-0.3	2.9	-2.6	-0.5	-8.0
O=C(NCc1ccon1)c1ccc(OC2CCN(CCc3ccccc3)CC2)cc1	-13.7	0.0	-13.4	13.4	0.5	-11.3	-14.1	0.4	-2.9
C[C@@H]1CN([C@H](C)CO)C(=O)CCCn2nncc2CO[C@@H]1CN(C)C(=O)c1ccncc1	-0.9	0.9	x	-5.7	-1.7	-2.1	x	0.0	-1.9
COC(=O)c1cccc(CN2C(=O)C(C)Sc3ccc(C(C)=O)cc32)c1 (stereo not drawn)	-5.6	2.1	x	3.0	5.2	-3.4	x	5.0	-9.4
Cn1cc(CN2CCCC(C(=O)c3nccn3C)C2)c(-c2cccc(Cl)c2)n1 (stereo not drawn)	-10.8	0.2	-21.0	-5.8	0.7	6.5	-6.1	1.6	-0.6
COc1ccc(N2C(=O)CSCC2=O)cc1OC	-3.2	0.3	1.0	0.8	-4.6	7.1	-3.4	2.9	-2.1
COc1ccc(C)cc1NC(=O)COC(=O)c1ccc2c(c1)OCCO2	-2.8	1.2	-14.9	-8.7	-5.1	3.6	-8.3	1.4	-18.0
O=C(c1ccncc1)c1ccc([N+](=O)[O-])cc1	-1.0	1.5	7.1	6.2	15.8	-3.6	-3.6	0.9	-10.5
O=c1[nH]cnc2c1C1(CCCC1)Cc1ccccc1-2	-0.2	2.1	-11.0	4.1	-14.5	-2.5	-6.0	1.1	43.6*
CCCCS(=O)(=O)Nc1ccc(Cc2ccncc2)cc1	-8.2	2.6	-7.6	7.5	14.7	-9.9	-7.7	1.2	2.7
Cc1nc(-c2ccccc2)sc1C1(C)CC(c2ccc([N+](=O)[O-])cc2)=NO1 (stereo not drawn)	1.0	0.0	-25.5	5.9	3.4	2.3	-4.1	1.7	2.8
CC1CCCCC1NC(=O)COCc1cc(-c2cccs2)on1 (stereo not drawn)	-3.9	1.5	-10.0	-3.2	4.1	-1.6	-2.0	3.7	-3.5
COc1ccccc1N(CC(=O)NCc1ccc2c(c1)OCO2)C(=O)CCC(=O)Nc1nccs1	-1.8	0.3	3.2	9.1	-12.8	7.8	0.6	0.5	-2.6
COC(=O)CN(c1ccc(OCc2ccccc2)cc1)S(C)(=O)=O	-1.2	0.2	-5.8	-7.2	-0.9	-6.0	-7.2	2.5	6.1
CC(=O)Nc1nc2ccccc2n1CCN(C)C	-0.2	0.0	-3.7	-6.5	-11.7	5.7	3.5	0.4	-5.2
COc1cccc(-n2nnc3c(=O)n(Cc4ccc(Cl)cc4)cnc32)c1	-3.8	0.6	-2.0	-5.3	9.1	-3.6	-3.8	0.9	-2.3

Part of the list above, as labelled records:
COc1ccc(C)cc1NC(=O)COC(=O)c1ccc2c(c1)OCCO2
  M1 ag = -2.8
  M1 ag parental = 1.2
  CHO parental Ca = -14.9
  M4 antag = -8.7
  M1 antag = -5.1
  CHRM1 PAM = 3.6
  OXTR potentiate = -8.3
  M4 ag = 1.4
  CHO-K1 Ca antag = -18.0
COc1cccc(-n2nnc3c(=O)n(Cc4ccc(Cl)cc4)cnc32)c1
  M1 ag = -3.8
  M1 ag parental = 0.6
  CHO parental Ca = -2.0
  M4 antag = -5.3
  M1 antag = 9.1
  CHRM1 PAM = -3.6
  OXTR potentiate = -3.8
  M4 ag = 0.9
  CHO-K1 Ca antag = -2.3

The results go on:
SMILES	M1 ag	M1 ag parental	CHO parental Ca	M4 antag	M1 antag	CHRM1 PAM	OXTR potentiate	M4 ag	CHO-K1 Ca antag
CCOc1ncccc1C(=O)N(C)CC1COc2ccccc2O1 (stereo not drawn)	-2.2	0.2	-15.8	0.4	-5.7	6.5	-13.1	-0.4	-6.2
Cc1ccc(/C=C2\SC(=S)N(Cc3ccccc3)C2=O)o1	-0.7	2.4	7.3	0.8	-3.1	6.3	-4.0	2.9	-4.7
Cc1ccc(S(=O)(=O)N2CCN(Cc3cccc(F)c3)CC2)cc1	-5.2	0.1	-22.8	-3.9	-0.1	1.8	-5.8	0.7	-7.5
Cc1cccc(NS(=O)(=O)c2ccc3c(c2)NC(=O)CC(=O)N3)c1	-5.0	0.1	-7.7	0.1	4.7	-1.7	-7.0	0.4	-7.2
CCc1ncc(C(=O)c2ccc(OC)cc2)n1C	4.8	0.2	12.2	-7.0	-47.6	26.2	-0.4	0.5	-9.8
CCCCOc1ccc2c(C)cc(=O)oc2c1OCCCC	-6.3	-0.1	-0.2	-4.7	-2.4	2.2	-4.0	-2.4	-2.1
O=[N+]([O-])c1ccc(S(=O)(=O)NCC(c2cccnc2)N2CCc3ccccc3C2)cc1 (stereo not drawn)	-5.1	1.1	-27.8	0.5	2.2	-1.4	-0.1	1.0	-7.1
Cc1nnc(SC(C)C(=O)NC2CCCCC2)s1 (stereo not drawn)	-1.3	-0.3	x	-9.8	3.3	6.5	x	0.0	-6.0
Nc1nccnc1C(=O)N/N=C/c1ccco1	-0.5	0.6	-19.7	-2.7	-18.5	16.7	0.2	0.9	-1.5
CCn1c(SCC(=O)Nc2sc(C)c(C)c2C#N)nnc1C1CC1	-2.5	1.1	-21.8	-4.3	-35.4	8.1	-4.7	-0.2	-16.8
Cc1ccccc1OCC(=O)Nc1ccc2oc(=O)ccc2c1	-3.2	2.3	10.5	7.8	8.9	-6.0	-6.5	4.5	-7.1
CCOc1cc(/C=C2\SC(=N)N(c3nccs3)C2=O)ccc1OCCN1CCOCC1	-1.1	5.2	-16.8	3.4	9.3	-9.3	-10.7	13.4	5.0
COc1ccc(NC(=O)Cn2nc([N+](=O)[O-])c(Cl)c2C)cc1OC	-1.8	0.4	-12.9	0.9	-11.3	8.7	-15.7	0.2	-2.0
Cc1nc2c(=O)n(-c3ccc(F)cc3F)nc(C)c2s1	-3.6	0.6	-2.5	-2.2	-11.2	4.6	5.5	0.6	-1.2
Cc1ccc(N(CC(=O)NC(C)C)C(=O)CCC(=O)Nc2ccccn2)cc1	2.6	0.5	0.2	1.2	-9.0	3.6	-7.4	0.6	-0.5
C=CCn1c(SCC(=O)NCc2ccc3c(c2)OCO3)nc2scc(-c3ccc(F)cc3)c2c1=O	1.1	0.1	-17.5	3.8	4.8	4.6	-7.5	-0.1	4.2
O=S(=O)(Nc1ccncc1)c1ccc(Cl)cc1	-3.0	0.3	-4.6	-2.4	-9.3	4.5	-3.6	0.9	15.1
CC(C)C(=O)N(c1ccc(F)cc1)C1C=CS(=O)(=O)C1 (stereo not drawn)	0.6	0.8	0.0	-10.4	-33.2	4.5	-3.1	0.8	-14.7
COc1ccc(-c2cc(N)n(S(=O)(=O)c3ccc(C)cc3)n2)c(OC)c1	-2.2	0.3	-10.2	-1.0	-6.5	8.7	-2.7	0.2	-3.1
O=C(COC(=O)c1ccccc1Br)Nc1ccc(F)cc1	-2.5	1.6	-12.8	1.7	-6.2	4.9	-1.4	3.5	-13.8
CCc1cccc(NC(=O)COc2ccccc2)c1	-4.0	-0.2	-12.8	-3.3	-2.9	-5.0	5.5	0.6	-1.0
Cc1ccccc1-c1nnc(-c2ccccc2C)o1	-3.8	0.4	-7.6	-8.4	-26.3	7.5	-7.6	-1.1	-3.0
O=C(O)c1ccc(S(=O)(=O)N2CCC(c3nc(-c4ccccc4Cl)no3)CC2)cc1	-2.3	0.8	1.0	10.2	-5.0	4.7	-9.2	1.2	-16.4
O=[N+]([O-])c1nn(-c2ccc3c(c2)OCCO3)n(O)c1=NC1CCCC1	-0.7	0.8	-14.0	-0.2	-14.9	14.0	-4.2	0.1	-4.4
O=C(COC(=O)c1cccs1)Nc1ccc(Cl)cn1	-5.5	0.7	-6.1	5.1	-11.7	14.2	0.5	0.3	-15.6
CCCCCC(O)(c1ccccc1)C(CN1CCOCC1)c1ccccc1 (stereo not drawn)	-5.5	0.0	x	4.8	-7.9	2.3	x	-1.6	-13.9

Assay outcomes: PubChem BioAssay, The Scripps Research Institute Molecular Screening Center
